KDM5B inhibitor – KDM5B demethylase inhibition; AID 1347165; KDM5B demethylase, FDH-coupled NADH fluorescence (FDH is formaldehyde dehydrogenase); Potency, µM (titrated, usually from 57.7 µM), inactives show at the highest dose activity change, negative = inhibition, most hits filed as inhibitors; 220,000 compounds, 2.6% hits; Q9UGL1; active = well fitted inhibition curve with a large enough effect; inconclusive = small, poorly fitted or top-dose-only effect; inactive = no such curve, though single readings can be large or run the other way; also: 0% is about no effect; nearly all actives have a fitted effect of over 70% in size
Target sequence (Q9UGL1 whole entry, looked up): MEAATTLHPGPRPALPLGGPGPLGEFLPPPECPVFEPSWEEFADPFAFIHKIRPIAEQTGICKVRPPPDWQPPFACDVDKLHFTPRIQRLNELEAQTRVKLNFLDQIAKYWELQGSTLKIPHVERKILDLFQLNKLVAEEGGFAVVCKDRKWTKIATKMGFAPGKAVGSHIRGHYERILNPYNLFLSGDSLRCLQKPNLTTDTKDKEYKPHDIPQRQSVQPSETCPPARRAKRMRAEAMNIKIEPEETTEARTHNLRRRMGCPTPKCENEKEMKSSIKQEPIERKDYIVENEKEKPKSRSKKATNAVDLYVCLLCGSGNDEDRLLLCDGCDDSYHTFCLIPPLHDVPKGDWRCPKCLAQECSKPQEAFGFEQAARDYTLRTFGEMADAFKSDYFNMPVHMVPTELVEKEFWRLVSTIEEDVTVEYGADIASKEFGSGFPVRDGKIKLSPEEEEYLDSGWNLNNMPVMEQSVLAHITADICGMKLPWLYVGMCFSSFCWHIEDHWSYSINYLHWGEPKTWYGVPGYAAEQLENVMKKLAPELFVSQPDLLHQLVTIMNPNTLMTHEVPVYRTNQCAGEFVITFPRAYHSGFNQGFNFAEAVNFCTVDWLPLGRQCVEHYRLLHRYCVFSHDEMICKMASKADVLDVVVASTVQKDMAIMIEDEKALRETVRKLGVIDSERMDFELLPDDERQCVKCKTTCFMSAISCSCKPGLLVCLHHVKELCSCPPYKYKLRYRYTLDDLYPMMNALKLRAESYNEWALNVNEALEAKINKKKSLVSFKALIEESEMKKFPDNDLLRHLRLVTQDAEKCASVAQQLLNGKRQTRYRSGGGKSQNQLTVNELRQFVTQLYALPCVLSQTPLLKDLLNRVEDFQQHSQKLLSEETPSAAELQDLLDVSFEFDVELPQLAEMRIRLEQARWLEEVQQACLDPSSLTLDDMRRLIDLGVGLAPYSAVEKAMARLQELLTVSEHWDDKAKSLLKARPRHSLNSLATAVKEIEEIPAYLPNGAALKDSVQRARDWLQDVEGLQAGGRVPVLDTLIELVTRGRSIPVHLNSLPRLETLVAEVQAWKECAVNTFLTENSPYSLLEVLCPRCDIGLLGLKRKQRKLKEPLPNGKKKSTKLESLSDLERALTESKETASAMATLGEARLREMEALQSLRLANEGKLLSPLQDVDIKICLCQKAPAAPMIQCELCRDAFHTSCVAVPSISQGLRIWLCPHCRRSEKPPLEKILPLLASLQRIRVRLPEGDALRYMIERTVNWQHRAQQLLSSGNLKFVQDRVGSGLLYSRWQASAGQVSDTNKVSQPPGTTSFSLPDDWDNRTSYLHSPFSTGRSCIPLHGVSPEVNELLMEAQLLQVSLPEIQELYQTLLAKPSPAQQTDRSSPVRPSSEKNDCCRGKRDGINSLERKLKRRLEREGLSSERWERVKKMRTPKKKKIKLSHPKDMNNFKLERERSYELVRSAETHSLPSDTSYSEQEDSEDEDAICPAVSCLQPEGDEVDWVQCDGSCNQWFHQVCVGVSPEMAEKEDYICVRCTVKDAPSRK
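Measured: NADH fluorescence change, 30 min, RT. System: KDM5BΔAP 200 nM final, H3K4me3 peptide, α-KG, Fe(II), ascorbate, NAD⁺ plus FDH, pH 7.5 HEPES. Compounds: titrated, 10 min pre-incubation with enzyme.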
Numbers without * were called inactive; i = inactive; ? = inconclusive; [ ] = another dose, or the depositor's remark. Potency is read from the fitted curve at half-maximal effect. This is a subset; the hit share may differ from the screen's.

SMILES	KDM5B inhibitor
CN1CCN(c2cc(C(=O)O)c3cc(NC(=O)c4ccc(Cl)cc4)ccc3n2)CC1	?
O=C(COc1ccc(Cl)cc1C1CCCCC1)NCCc1nnc2ccccn12	-10.4%
CCOC(=O)C(C)NC(=O)c1c(C)oc2ncn(CC(C)C)c(=O)c12 (configuration not stated)	2.6%
COc1ccccc1CC(=O)N1CC[C@@H](NC(=O)c2cnccn2)[C@H](O)C1	?
Cc1nc2ccccc2nc1SCC(=O)NC1CCCCC1	-6.7%
Brc1ccc2c(c1)NC(c1cccnc1)=NC(c1ccccc1)=N2	-4.7%
COc1ccc(N2CCCCS2(=O)=O)cc1S(=O)(=O)N1CCCc2ccccc21	-6.1%
COc1ccc(N2Cc3c(NCCc4ccc(F)cc4)ncnc3N(C)CC2=O)cc1	-12.5%
CNS(=O)(=O)c1cccc(C(=O)OCc2cc(=O)oc3c(C)c(C)ccc23)c1	112.9%[activator]
CCOC(=O)c1cccc(NC(=O)c2cc(-c3ccc(Cl)s3)nc3ccccc23)c1	-43.8%
O=C(c1cccs1)N1CCN(c2cc(-c3cccs3)[nH]n2)CC1	-17.3%
c1ccc(-c2noc(-c3cncnc3NCc3ccc4c(c3)OCO4)n2)cc1	12.6µM*
COCCNC(=O)[C@@H]1C[C@H](Oc2cccnc2)CN1C(=O)Cc1cccc(F)c1	-1.7%
COc1ccc(-c2nc(CN3CCC(C(=O)NCCCOC(C)C)CC3)c(C)o2)cc1OC	-23.6%
O=C1[C@@H]2C[C@@H](CN2Cc2cccnc2)Oc2ccccc2N1CC1CC1	?
Cc1c(CCC(=O)Nc2nccs2)c(=O)oc2c(C)c(O)ccc12	?
COc1cccc(CNC(=O)C2CCN(C(=O)c3sccc3-n3cccc3)CC2)c1	-15.5%
CC(C)(C)c1ccc(C2C(C#N)=C(N)Oc3n[nH]c(-c4cccnc4)c32)cc1 (configuration not stated)	20.8%
O=c1c2nncn2c2cc(C(F)(F)F)ccc2n1CCNc1ncc(C(F)(F)F)cc1Cl	51.7%[activator]
Cc1ccc(C(=O)Nc2cccc(-c3ccc(N4CCN(C)CC4)nn3)c2)cc1C	-4.8%

Some of the entries so far, field by field.
COc1ccc(-c2nc(CN3CCC(C(=O)NCCCOC(C)C)CC3)c(C)o2)cc1OC
  KDM5B inhibitor: -23.6%

COc1cccc(CNC(=O)C2CCN(C(=O)c3sccc3-n3cccc3)CC2)c1
  KDM5B inhibitor: -15.5%

CN1CCN(c2cc(C(=O)O)c3cc(NC(=O)c4ccc(Cl)cc4)ccc3n2)CC1
  KDM5B inhibitor: ?

Two consecutive records out of the list so far:
SMILES	KDM5B inhibitor
CN1CCN(c2cc(C(=O)O)c3cc(NC(=O)c4ccc(Cl)cc4)ccc3n2)CC1	?
O=C(COc1ccc(Cl)cc1C1CCCCC1)NCCc1nnc2ccccn12	-10.4%

Further entries follow:
SMILES	KDM5B inhibitor
NC(=O)C1(N2CCCCC2)CCN(c2nccc(-c3ccncc3)n2)CC1	?
Cn1cc(C(C(=O)O)N2CCN(C=O)CC2)c2cc(C(=O)O)ccc21 (configuration not stated)	-20.8%
COC(=O)[C@@H](C)NC(=O)NCc1ccc(C)cc1	-5.8%
Cc1cc2nc(SCC(=O)Nc3ccc(Br)cc3F)[nH]c(=O)c2[nH]1	-6.9%
COc1ccc(S(=O)(=O)n2nc(C)c(S(=O)(=O)N3CCC(C)CC3)c2C)cc1C	?
O=C1CC(c2ccc(Cl)cc2)c2cc(Br)c3ccccc3c2N1 (configuration not stated)	5.4%
COc1ccc(C(=O)/C=C/c2ccc(OCC#N)c(OC)c2)cc1	0.1%
CC(=O)c1cccc(NC(=O)c2ccc(-n3c(C)nnc3C)cc2)c1	-8.1%
CCOc1ccc(NC(=O)Cn2nc3c(cc2=O)CCCCC3)cc1	15.7%
COc1ccccc1C(=O)Nc1sc2c(c1C(N)=O)CCC(C)C2 (configuration not stated)	11.4%
Cc1ccc(-c2nnn3c2nc(N2CCC(C)CC2)c2ccccc23)cc1	?
O=C(NC1CCc2n[nH]c(=O)n2CC1)c1ccsc1 (configuration not stated)	-14.4%
CC(C(=O)NC1CC1)N1CCC(c2cc3ccccc3[nH]2)CC1 (configuration not stated)	8.0%
Cc1ccccc1N1Cc2c(NCc3cccs3)ncnc2N(C)CC1=O	?
CN1C(=O)C(CC(=O)NCc2nnnn2-c2ccccc2)N(C)C1=O (configuration not stated)	9.3%
O=C(CC1CC2CCC1C2)NCCc1ccccn1 (configuration not stated)	-1.2%
O=[N+]([O-])c1ccc(CSc2nc3ncc(Br)cc3[nH]2)cc1	14.0%
Cc1ccccc1-c1noc(-c2cccnc2NCc2ccco2)n1	?
O=[S+]1([O-])NC2(CCN(Cc3cccnc3)CC2)COc2ccccc21	-2.0%[115 µM]
COc1ccc(C(C)NC(=O)c2cc3c(N4CCCC4)nc(C)cn3n2)cc1OC (configuration not stated)	i
CCCCNC(=O)C(CC)Sc1nc2ccccc2c(=O)n1CCc1ccc(OC)c(OC)c1 (configuration not stated)	-18.5%
Cc1c(C(=O)Nc2ccccc2Br)oc2ccc(S(=O)(=O)N3CCOCC3)cc12	?
Cc1ccc(C)c(C(=O)c2c(N)c(-c3nc(-c4ccc5c(c4)OCO5)cs3)c3ccccn23)c1	-22.1%
O=C(/C=C/c1ccco1)Nc1ccc(CN2CCOCC2)cc1	29.3%
COc1ccc(S(=O)(=O)N2CCOC[C@H](Oc3cccc(C)n3)C2)cc1	-15.9%[86.2 µM]
CCc1ccc(CNCc2c(C(=O)O)n(Cc3ccc(C)cc3)c3cc(C)ccc23)cc1	?
COc1ccc(C)cc1S(=O)(=O)[C@H]1CS(=O)(=O)C[C@@H]1NCc1ccccn1	-3.5%
Cc1ccc(C(=O)CC2(O)C(=O)N(CCc3ccccc3)c3ccc(Br)cc32)cc1 (configuration not stated)	?
CCOc1ccc(N(CC(=O)NCc2ccc(OC)cc2)S(=O)(=O)c2c(C)[nH]c(=O)[nH]c2=O)cc1	9.7%
Cc1c(NC(=O)c2ccc(Cl)nc2)cccc1-c1nc2cccnc2s1	-15.0%
Cc1cccc(OCCc2noc(C3CCCCN3S(=O)(=O)c3cn(C)cn3)n2)c1 (configuration not stated)	-12.1%
Cc1nc(-c2c3n(c(=O)n(CC(=O)Nc4ccccc4Cl)c2=O)CCCC3)no1	-10.3%
CCc1ccc(C(=O)C2CC(=O)Nc3c2c(C)nn3-c2ccc(C)c(Cl)c2)s1 (configuration not stated)	-2.3%
COc1ccc(-c2noc([C@@H]3CCCN3C(=O)c3ccc(C(C)(C)C)cc3)n2)cc1OC	-13.9%
Cc1[nH]c2ccccc2c1/C=C/C(=O)C(F)(F)F	-9.3%
CSc1ccc(/C=C2\C(=O)Oc3ccccc32)cc1	-21.8%
Cn1c(CN2CCCC2)nc2cc(NC(=O)c3ccccc3Cl)ccc21	-1.1%
O=C(Nc1c(Cl)cccc1Cl)C1=C(c2ccccc2)S(=O)(=O)CCO1	9.9%
O=C(c1ccoc1)N1CCCN(C(=O)C2COc3ccccc3C2)CC1 (configuration not stated)	-12.2%
Cn1c(Oc2ccc(F)cc2)nc2c1c(=O)n(Cc1ccccc1Cl)c(=O)n2C	i[11.5 µM]
COC(=O)C1CN(C(=O)COc2ccccc2C)c2ccccc2O1 (configuration not stated)	14.3%
CCCN1CCCN(c2ccccc2C#N)CC1	?
COC(=O)c1ccc(/C=C/C(=O)c2ccc(C)o2)cc1	-8.3%
CC(Sc1nnc(-c2ccc3c(c2)OCO3)o1)C(=O)NC1CCCC1 (configuration not stated)	14.0%
COc1cccc(CN2C[C@@H](F)[C@@H](OCc3nc4ccccc4o3)C2)n1	6.4%[86.2 µM]
Cc1scc(C(=O)Nc2ccc3c(c2)CCC3)c1C	10.7%
Cc1nc(NC(=O)c2ccccc2)sc1-c1csc(Nc2ccc(C(=O)O)cc2)n1	-11.5%
COc1ccc(CCC(=O)N2CC[C@@H]3COCCN(Cc4ccncc4)[C@@H]3C2)cc1	?
Cc1cc(C(=O)COC(=O)c2nn(C)c(=O)c3ccccc23)c(C)n1CC1CCCO1 (configuration not stated)	-12.2%
COc1cc(F)ccc1-c1cc(C(=O)NCc2cccnc2)c2c(c1)N(C)CCO2	28.2µM*
COc1ccc(CNC(=O)C(=O)c2cn(CC(=O)N3CCCC3)c3ccccc23)cc1	-21.4%
Cc1n[nH]c(C)c1S(=O)(=O)N(CC(=O)Nc1ccc(C(F)(F)F)cc1)c1ccc(C(C)C)cc1	-4.9%
COc1ccc(NC(=O)C2Cc3ccccc3CN2S(=O)(=O)c2ccccc2)cc1OC (configuration not stated)	-13.0%
Cn1c(=O)c2c(nc(NCCOc3ccc(F)cc3)n2C)n(C)c1=O	8.1%
O=C(/C=C/c1ccccc1)NCCc1c[nH]c2ccccc12	9.5%
CCCCCCn1c(SCC(=O)c2ccccc2)nc2c1c(=O)n(C)c(=O)n2C	8.4%
COC(=O)CC1c2cc(OC)c(OC)cc2CCN1Cc1noc(C(C)(C)C)n1 (configuration not stated)	?
O=[N+]([O-])c1ccc2c(c1)/C(=N\O)c1ccccc1-2	29.2%
COC(=O)C1=C(c2ccccc2)c2ccccc2S(=O)(=O)N1CC(=O)Nc1ccccc1C(F)(F)F	?
CCc1cc2c(cc3c(=O)n(CC(=O)N4CCN(c5cccc(C)c5C)CC4)nc(CC)n32)s1	-38.6%

Continued.
SMILES	KDM5B inhibitor
Cc1cc(C(=O)NC2CCCC2)c2c(C3CCNCC3)noc2n1	8.0%[149 µM]
NC(=O)C1CCN(CC[C@H]2CN(C(=O)c3ccc(C(F)(F)F)cc3)CC[C@H]2CC(=O)O)CC1	-7.4%
CSc1nccc(N2CCC3(CC2)CC(=O)N(CC(C)C)C3)n1	-15.9%
O=S(=O)(NCc1nc2cccnc2n1Cc1ccccc1Cl)c1ccc2c(c1)CCCC2	-18.9%
CCN(CC)c1ccc(S(=O)(=O)N2CCOCC2)cc1NC(=O)Cn1nc(C)c([N+](=O)[O-])c1C	19.3%
O=C(/C=C/c1ccco1)Nc1ccc(Cl)c(-c2nc3cc(Cl)ccc3o2)c1	?
Cc1ccc(-c2csc(/C(C#N)=C/c3cccnc3)n2)cc1	?
CC(=O)c1ccc(NC(=O)CSc2nc3ccccc3c(=O)n2CC2CCCO2)cc1 (configuration not stated)	19.5%
O=C(C[C@H]1NC(=O)c2ccccc2NC1=O)Nc1nc(-c2cccnc2)cs1	45.8%[activator]
O=C(Nc1ccc(Nc2ccccc2)nc1)c1cc[n+]([O-])cc1	-0.2%
COc1cccc(Cn2c(=O)n(-c3ccc(C)c(F)c3)c(=O)c3sc4ccccc4c32)c1	?
O[C@@H]1C[C@@H](c2nc(Cc3ccc(F)cc3Cl)no2)N(Cc2ccco2)C1	?
CN(C)C[C@@H]1CN(S(C)(=O)=O)C[C@H]1NC(=O)c1c[nH]c2ccccc12	-2.8%
COc1ccc(-c2n[nH]c(=S)n2/N=C/c2cccn2C)cc1	8.6%
CCC(=O)N1CCc2c(C(=O)NCc3cc(C)ccc3C)cccc21	-14.6%
CCN(CC)c1nc2ccccc2nc1C(=O)Nc1cc(OC)ccc1OC	-7.9%
CCCNCc1ccc(-c2cccc(Cl)c2)o1	8.7%
Cc1ccc(CN2CCC(CNC(=O)Nc3ccc(Cl)cc3)C2)cc1 (configuration not stated)	-28.5%
COc1ccccc1CNC(=O)c1cccc(NC(=O)N2CCSc3ncccc32)c1	?
COc1ccc(Br)cc1CNC(=O)C1COc2ccccc2C1 (configuration not stated)	-9.7%
Cc1noc(C)c1CC(=O)N1CCC[C@H](n2c(=O)n(C)c3cccnc32)C1	-19.3%
COc1ccc(-c2cc(C(F)F)n3ncc(C(=O)Nc4cc(OC)ccc4OC)c3n2)cc1	?
CCCc1ccc(S(=O)(=O)NC2CCN(c3ccc(=O)n(CC4CC4)n3)CC2)cc1	28.2µM*
COc1ccc(N2CCN(C(=O)c3sc4nc5n(c(=O)c4c3C)CCC5)CC2)cc1	-2.8%
O=C(CNC(=O)C1CCCC1)NC1CCCC1	-1.8%
O=C(c1cn[nH]c1-c1ccccc1)N1CCN(S(=O)(=O)c2cccc(C(F)(F)F)c2)CC1	16.6%
CC(=O)c1ccc(N2CCN(C(=O)C3CCN(S(=O)(=O)c4c(C)noc4/C=C/c4ccc(C)cc4)CC3)CC2)cc1	?
Cc1ncc2n1C(=O)N(C1CCN(C(=O)c3ccc(Cl)cc3)CC1)C2	3.4%[115 µM]
CCOC(=O)c1cnc(Nc2ccccc2OCC)c2ccccc12	-12.4%
Cc1ncccc1C(=O)N1CCCCCCN(C)C(=O)[C@@H]2CCC[C@@H]21	-19.6%
Cc1c(C(=O)N/N=C/c2ccccn2)nnn1-c1nonc1N	?
CCCC(CCC(=O)Nc1ccn(-c2ccccc2)n1)C(=O)O (configuration not stated)	29.4%
CCC(C)NC(=O)C(NC(=O)c1cccc(C)c1)C1CCN(C(=O)c2ccccc2F)CC1 (configuration not stated)	?
CCOC(=O)C1(Cc2ccccc2Cl)CCNCC1	3.7%
COc1ccc2[nH]c3c(c2c1)CCNC31CCN(C(=O)c2ccccc2)CC1	-16.7%
CN(CC(=O)NC(C)(C)C)c1nc2ccccc2o1	2.6%
COc1cccc(NC(=O)CC(C)S(=O)(=O)c2ccc3c(c2)NC(=O)CO3)c1 (configuration not stated)	-15.1%
O=C(CC1C(=O)NCCN1C(=O)CN1CCN(c2ncccn2)CC1)Nc1ccc(F)cc1 (configuration not stated)	18.5%
CCOC(=O)C(NC(=O)c1cc(F)c(F)cc1Cl)C(=O)OCC	17.9%

Part of the list above, bar-delimited.
structure | KDM5B inhibitor
Cc1noc(C)c1CC(=O)N1CCC[C@H](n2c(=O)n(C)c3cccnc32)C1 | -19.3%
CCOC(=O)C1(Cc2ccccc2Cl)CCNCC1 | 3.7%
CCOC(=O)C(NC(=O)c1cc(F)c(F)cc1Cl)C(=O)OCC | 17.9%
